KCNQ2 block: KCNQ2 potassium channel inhibitors, primary screen, cell-based, CHO-K1, FluxOR thallium flux, B-score (AID 2156); 310,000 compounds, 1.1% hits; 20 min; stronger effect = lower value; Potassium voltage-gated channel subfamily KQT member 2 (Rattus norvegicus), O88943; B-score at 10 µM;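 active means fluorescence ratio B-score at most minus 3 library SDs, with starting brightness B-score within 2 library SDs, cut at about -5.5 in these data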
Target sequence (O88943 whole entry, looked up): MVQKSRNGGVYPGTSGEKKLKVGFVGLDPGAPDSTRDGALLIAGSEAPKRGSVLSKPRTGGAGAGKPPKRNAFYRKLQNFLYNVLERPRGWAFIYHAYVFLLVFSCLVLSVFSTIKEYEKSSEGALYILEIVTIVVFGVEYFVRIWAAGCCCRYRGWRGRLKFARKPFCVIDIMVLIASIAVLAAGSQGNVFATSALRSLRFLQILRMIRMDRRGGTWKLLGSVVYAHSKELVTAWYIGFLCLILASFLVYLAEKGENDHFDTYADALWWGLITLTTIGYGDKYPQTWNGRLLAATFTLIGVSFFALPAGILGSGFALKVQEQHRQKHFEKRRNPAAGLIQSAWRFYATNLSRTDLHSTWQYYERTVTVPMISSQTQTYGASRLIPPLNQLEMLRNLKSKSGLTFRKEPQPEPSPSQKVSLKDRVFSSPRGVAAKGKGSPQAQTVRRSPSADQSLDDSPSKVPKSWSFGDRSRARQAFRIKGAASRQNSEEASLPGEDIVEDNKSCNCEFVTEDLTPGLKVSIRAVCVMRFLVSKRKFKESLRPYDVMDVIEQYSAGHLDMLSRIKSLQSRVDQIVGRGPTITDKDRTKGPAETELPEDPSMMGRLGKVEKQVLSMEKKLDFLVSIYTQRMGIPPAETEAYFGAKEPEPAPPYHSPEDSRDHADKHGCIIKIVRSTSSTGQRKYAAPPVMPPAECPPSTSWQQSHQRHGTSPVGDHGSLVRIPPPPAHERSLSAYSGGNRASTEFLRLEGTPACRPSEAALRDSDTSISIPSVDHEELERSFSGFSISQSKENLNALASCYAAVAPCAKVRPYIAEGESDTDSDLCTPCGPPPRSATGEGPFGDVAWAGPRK
Kir21 inh: inhibitors of mouse Kir2.1 inward-rectifier potassium channel; Inward rectifier potassium channel 2 (Mus musculus), P35561; HEK293-Kir2.1, FluxOR thallium flux fluorescence; stronger effect = lower value; B-score at 10 µM; 310,000 compounds, 0.85% hits; AID 1672, 2009;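 active means fluorescence ratio B-score at or below minus 3 SD of library scores, with starting-brightness B-score within 2 SD, cut at about -4.2 in these data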;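 further: channel flux triggered by added potassium and thallium sulfate stimulus; B-score of peak minus minimum fluorescence over baseline after thallium stimulus; more negative B-score means stronger Kir2.1 block with less thallium influx; some compounds called inactive have numbers as strong as hits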
* = called active by the depositor; i = inactive. Rows are unselected; any-hit rate near 1.9%.

SMILES	KCNQ2 block	Kir21 inh
Cc1ccc(NC2=CC(=O)CC(C)(C)C2)cc1C	i	0
CC(=O)c1ccc(N=Cc2c(O)n(-c3cc(Cl)ccc3N3CCOCC3)c(=O)c3ccccc23)cc1	i	-0.28
C/C(=N\NC(=O)C1COc2ccccc2O1)c1cccs1 (stereo not given)	i	0.95
COC(=O)c1ccc(N=Cc2c(C(F)(F)F)[nH]n(C)c2=O)cc1	i	-1.3
O=C(NC1CCCCC1)N1CCN(C(=O)c2ccco2)CC1	i	0.1
Clc1ccc(-c2nnc3cccc(Cl)n23)c(Cl)c1	i	-1.7
C#CC(CO)N(CCN(Cc1ccccc1)C(C#C)CO)Cc1ccccc1 (stereo not given)	i	-11*
Cc1ccc(C(=O)Nc2cccc(C(F)(F)F)c2)cc1Nc1ccccn1	i	-1.1
COC(=O)Cc1csc(Nc2c(C)n(C)n(-c3ccccc3)c2=O)n1	i	-0.68
COc1ccc(Cc2nnc(SCC(=O)NCC3CCCO3)o2)cc1 (stereo not given)	i	-1.2
CC(=O)NCCc1nc(-c2ccc(Cl)cc2)no1	i	-0.36
COc1ccccc1/C=C/C=N/NC(=O)c1cc(-c2ccc(C)o2)[nH]n1	i	-0.11
O=C(Nc1cccc(Cl)c1N1CCOCC1)c1ccc2c(c1)OCCO2	-6.5*	-0.66
O=C(Nc1cccc(NC(=O)N2CCN(c3ccccc3)CC2)c1)N1CCN(c2ccccc2)CC1	i	-0.37
CCOc1ccc(Nc2oc(-c3cccs3)nc2C#N)cc1	i	0.07
O=C1C2C3C=CC(C3)C2C(=O)N1CCc1ccccc1 (stereo not given)	i	0
Cc1ccc(C(=O)NC(=S)/C=C2\N(C)c3ccccc3C2(C)C)cc1	i	0.11
COc1ccc(-c2nc3ccccc3[nH]2)cc1	i	-0.7
COc1ccc(Cl)cc1S(=O)(=O)N(C)CC(=O)NCc1ccc2c(c1)OCO2	i	0.48
COCC(C)n1c(C)cc(C(=O)CSc2nnc(N)s2)c1C (stereo not given)	i	-0.49
O=C(NCCn1c(C(F)(F)F)nc2ccccc21)[C@H]1CCCN1c1nc(CN2CCCCC2)cs1	i	0.98
CCOc1cc(C(=O)O)cc(Cl)c1OC	i	0.21
CN(c1ccc(C(=O)N2CCN(Cc3ccccc3)CC2)cc1)S(=O)(=O)c1ccc(Cl)cc1	i	-1.9
Cc1ccc(NC(=O)CSCC(=O)Nc2ccc(S(=O)(=O)N3CCCC3)cc2)cc1	i	0.73
CS(=O)(=O)N(CC(=O)Nc1ccc(S(=O)(=O)N2CCOCC2)cc1)c1ccccc1Cl	i	-0.26
CC(=O)c1cccc(NC(=O)NC2CCCc3ccccc32)c1 (stereo not given)	i	1.6
O=C(NC1CC1)c1cccc(Oc2ccccc2)c1	i	-1.2
NS(=O)(=O)c1cccc(NC(=O)/C=C/c2cccs2)c1	i	3.1
COc1cc(C)c(Cl)cc1S(=O)(=O)NCc1ccncc1	i	-1.6
COC(=O)C1=C(C)N(CCCC(=O)O)C(=O)NC1c1cccc2ccccc12 (stereo not given)	i	-1.6
COc1cccc(OC)c1NC(=O)CN1CCN(C)CC1	i	-1.1
Cc1cc(NC(=O)CSc2n[nH]c(N)n2)no1	i	0.6
COCC1CCN(C(=O)c2ccc3oc(CCCc4ccccc4)nc3c2)C1 (stereo not given)	i	2.6
O=C(NCCc1ccccn1)c1n[nH]c(=O)c2ccccc12	i	-0.38
CC1CCC(NC(=O)CNC(=O)c2ccc3ccccc3c2)CC1 (stereo not given)	i	2.4
CCCNC(=S)N1CCN(C(c2ccccc2)c2ccccc2)CC1	i	-0.08
Cc1cccc(N2C(=O)C(O)=C(C(=O)c3cccs3)C2c2ccc(C(C)C)cc2)n1 (stereo not given)	i	0.71
Cc1nc(Nc2ccc(S(N)(=O)=O)cc2)sc1C(=O)Nc1ccccc1	i	-0.34
O=c1[nH]c2ccc(S(=O)(=O)NCc3ccccc3)cc2[nH]1	i	0.67
CCOc1ccc2nc(N3CCC(C(=O)Nc4nnc(CC)s4)CC3)sc2c1	i	-0.37
COc1cc2nc(Nc3ccc(F)cc3)nc(N)c2cc1OC	i	-5.9*
N#Cc1cc(Cl)c(N2CCOCC2)cc1C#N	i	1.4
CC(C)CCNC(=O)C1CC(=O)N(C2CCCC2)C1 (stereo not given)	i	0.92
COc1ccc2oc(C(=O)N(C)Cc3ccc(OC(F)F)cc3)c(C)c2c1	i	0.08
Cc1nc2sc(C(c3ccco3)N3CCN(c4ccc(F)cc4)CC3)c(O)n2n1 (stereo not given)	i	0.17
COc1ccc(C(=O)NCCC(=O)NCc2cc(=O)n(C)c(=O)n2C)cc1	i	0.04
O=C1c2ccccc2C(=O)N1c1ccccc1S(=O)C(F)(F)F (stereo not given)	i	-0.66
COc1ccc(NC(=O)c2cc(=O)[nH]c3ccccc23)cc1	i	-0.22
COc1ccc(CN2C(=O)c3cccnc3C2=O)cc1S(=O)(=O)NC1CCCCC1	i	-0.02
COC(=O)C1CSC(C(=O)OC)N1C(=O)Nc1ccccc1 (stereo not given)	i	-0.68
O=C(O)CC(CNS(=O)(=O)c1ccccc1)c1ccccc1 (stereo not given)	i	0.05
COC(=O)c1c(N2C(=O)CCC2=O)sc2c1CCCC2	i	-0.62
O=C(c1cnccn1)N(Cc1cccs1)C1(C(=O)NC2CCCC2)CCCCC1	i	-0.44
Clc1cccc(-c2nnc(-c3ccno3)o2)c1	i	-1.9
O=C(CC1C(=O)NCCN1Cc1c(F)cccc1Cl)NCCc1ccccn1 (stereo not given)	i	-0.17
CC(C)NC(=O)CN(Cc1ccc(F)cc1)C(=O)CCC(=O)Nc1nccs1	i	-1.6
C=CCN1C(=O)C(CC(=O)Nc2ccc(OC)cc2)N(Cc2ccco2)C1=S (stereo not given)	i	-1.5
CNC(=O)c1csc(-c2ccc(Cl)cc2)n1	i	2.5
CCOC(=O)N1CCN(C(=O)c2cn(C)c3ccc(S(=O)(=O)N4CCCC4)cc3c2=O)CC1	i	-0.08
Cc1cc(C)nc(SCC(=O)Nc2cc(C)on2)n1	i	0.33

Later entries
SMILES	KCNQ2 block	Kir21 inh
CCCCNC(=S)Nc1ccc([N+](=O)[O-])cc1	i	-2
CC(=O)NCCn1c(SCc2ccc(C)cc2C)nc2ccccc2c1=O	i	0.7
CN(C)C(=S)c1ccccc1	i	0.91
CCCn1c(=O)c2c(C(F)(F)F)cc(-c3ccco3)nc2n(CCC)c1=O	i	1.1
COc1cc(OC)c2cc(C(=O)N/N=C/c3cccc(OC)c3O)[nH]c2c1	i	0.21
CCCN1CCN(C(=S)Nc2sc(CC)cc2C(=O)OC)CC1	i	-1.3
COc1ccc(CCNC(=O)Cc2cccs2)cc1	i	1.7
Oc1cccc(NC(=S)N=Nc2c(O)[nH]c3ccccc23)c1	i	-1.2
CS(=O)(=O)N(CC(=O)Nc1ccccc1C(=O)N1CCOCC1)c1ccc(Cl)cc1	i	-0.4
COc1ccccc1CNC(=O)CN1CCN(Cc2ccc(Cl)cc2)C1=O	i	-2.6
CS(=O)(=O)N(CC(=O)NCc1ccccc1)Cc1ccc(Cl)cc1	i	-0.23
COc1cccc(NC(=O)C(c2ccccc2)N2CCCCC2)c1 (stereo not given)	i	-1.4
CC(C)(C)NC(=O)C1CCN(C(=O)c2ccc(-c3ccccc3)cc2)CC1	i	-0.18
Cc1nn(Cc2ccccc2)c(C)c1NC(=O)CSc1nc2c(c(C(F)(F)F)n1)CCc1ccccc1-2	i	-0.23
CCOc1cc(/C=C2/C(=O)NN(c3cccc(Cl)c3)C2=O)ccc1O	i	1.5
O=C(NC1CCCCC1)C1CCC(CNS(=O)(=O)c2cccc3nsnc23)CC1 (stereo not given)	i	0.34
O=C(COC(=O)c1cccc(C(=O)OCC(=O)NCc2ccc(F)cc2)n1)NCc1ccc(F)cc1	i	-0.28
CC(NC(=O)c1ccccc1F)c1nnc(SCC(=O)NC2CCCC2)n1C (stereo not given)	i	0.08
CCCCN(C)CCNC(=O)CSCc1ccc(C)cc1	i	0.66
CCN(CC)S(=O)(=O)c1ccc(NC(=O)c2ccccc2N(C)S(C)(=O)=O)cc1	i	1.1
COC(=O)c1sccc1NC(=O)c1ccc(C)cc1	i	0.47
CC(=O)N1N=C(c2ccccc2)CC1c1ccc2c(c1)OCO2 (stereo not given)	i	0.76
COc1cc(OC)c(CN2CCCCCCC2)cc1Br	i	2
C=CCOc1ccccc1/C=N/n1nnnc1N	i	1.4
O=C(CN1CCN(c2ccccn2)CC1)Nc1ccccc1F	i	-2.2
O=C(c1ccco1)N1CCN(S(=O)(=O)c2ccc(S(=O)(=O)NC3CC3)cc2)CC1	i	0.69
COc1cccc(-c2cc(C(=O)N3CCCCCC3)no2)c1	i	-0.25
COc1cc(N)c(Cl)cc1NC(=O)c1ccccc1	i	0.36
CC(C)CC(OC(=O)c1nsc(Cl)c1Cl)C(=O)NCc1cccs1 (stereo not given)	i	0.19
CC(C)N(C(=S)NCc1ccccc1)C(C)C	i	-0.3
COc1ccccc1C(=O)OCC(=O)Nc1cc(S(=O)(=O)N2CCOCC2)ccc1N1CCCC1	i	0.82
O=C(Cn1cncn1)N/N=C/c1cc([N+](=O)[O-])ccc1O	i	0.19
CCOc1ccc(N2CC(C(=O)NCCN3C(=O)S/C(=C\c4cccnc4)C3=O)CC2=O)cc1 (stereo not given)	i	0.93
Cc1cc(C)n(-c2ccc(C(=O)Nc3ccc(C)c(S(=O)(=O)N(C)C)c3)cc2)n1	i	0.03
CC(C)Cc1nc(N2CCN(C(=O)c3ccco3)CC2)c(C#N)c2c1CCC2	i	-1.9
COc1cccc(NC2=Nc3cccc4cccc2c34)c1	i	-1.1

Overlap with the part before: 5 compounds, then new ones.
SMILES	KCNQ2 block	Kir21 inh
O=C(Cn1cncn1)N/N=C/c1cc([N+](=O)[O-])ccc1O	i	0.19
CCOc1ccc(N2CC(C(=O)NCCN3C(=O)S/C(=C\c4cccnc4)C3=O)CC2=O)cc1 (stereo not given)	i	0.93
Cc1cc(C)n(-c2ccc(C(=O)Nc3ccc(C)c(S(=O)(=O)N(C)C)c3)cc2)n1	i	0.03
CC(C)Cc1nc(N2CCN(C(=O)c3ccco3)CC2)c(C#N)c2c1CCC2	i	-1.9
COc1cccc(NC2=Nc3cccc4cccc2c34)c1	i	-1.1
CSc1nc(N(C)NC(=O)c2cccc(C)c2)c2ccccc2n1	i	2
COC(=O)c1sccc1NC(=O)c1cccc(Cl)c1	i	0.02
Cc1ccc(C)n1NC(=O)c1ccco1	i	-1.4
Cc1ccc(C(C(=O)NCc2ccco2)N(C(=O)CNC(=O)c2cccs2)c2ccc(C)cc2C)cc1 (stereo not given)	i	-1.2
CCOc1cc(CNn2cnnc2)ccc1OCC(=O)NC1CCCCC1	i	-0.81
COC(=O)N1CCN(c2ccc(C(C)=O)cc2)CC1	i	0.67
CCOc1ncccc1C(=O)NNC(=O)c1cccc(S(=O)(=O)Nc2ccc(OC)cc2)c1	i	1.6
O=C(Nc1ccccc1)c1ccc(NC(=O)c2cccs2)cc1	i	0.04
O=C(Nc1nc2ccc(F)cc2s1)C1=COCCO1	i	0.2
C/C(=N\NC(=O)c1ccc(F)cc1)c1ccccn1	i	-0.77
Cc1cccc(Oc2nc(-c3ccccn3)nc3ccccc23)c1	i	-0.1
COc1ccc(OC)c(NC(=O)c2ccccc2N(Cc2ccccc2)S(C)(=O)=O)c1	i	0.72
CCCCN(CCCC)/C(N)=N/c1nc(C)cc(C)n1	i	-2.3
O=C(OCc1cnc(Cl)s1)c1ccc(Cl)cc1	i	-0.07
CN1C(=O)c2ccc(C(=O)Nc3ccccc3O)cc2C1=O	i	1.1
COc1ccc(NC(=O)COc2ccc(-c3nn(C)c(=O)c4ccccc34)cc2)cc1	i	0.31
O=C(Cc1ccc([N+](=O)[O-])cc1)Nc1cc(C(F)(F)F)cc(C(F)(F)F)c1	i	-0.61
O=c1c2cnn(-c3ccc(F)cc3)c2ncn1Cc1ccc(F)cc1	i	2.6
Cn1c(=O)oc2cc(S(=O)(=O)NCc3ccco3)ccc21	i	-0.31
N/C(=N\OC(=O)CC1CCCCC1)c1cccc([N+](=O)[O-])c1	i	0.36
CCc1ccc(NC(=O)CCn2ccnc2C)cc1	i	0.24
CCCc1cc(=O)oc2cc(C)cc(OCC(=O)NC3CC3)c12	i	-0.01
COc1ccccc1NC(=O)c1c(O)c2ccccc2[nH]c1=O	i	-1.5
COc1cnc(-c2ccccn2)nc1Oc1ccc(Cl)cc1	i	0.55
Cc1ccc(N(CC(=O)N/N=C/c2cc(C)n(-c3ccccc3)c2C)S(C)(=O)=O)c(C)c1	i	0.2
CCn1cc(CN2CCC(n3nccc3NC(=O)C3CCCC3)CC2)cn1	i	1.1
COc1cccc2c1OCC/C2=N\NC(=O)COc1ccccc1C	i	-0.48
COc1ccc(C(=O)Nc2cc3c4c(c2)C(C)C(=O)N4CCC3)cc1OC (stereo not given)	i	0.04
CC(C)N(C(=O)Cn1cc(SCC(=O)N2CCCC2)c2ccccc21)C(C)C	i	-0.36
O=C(NC(=S)Nc1ccc(Oc2ccccc2)cc1)c1ccc(Cl)cc1	i	1.8

Printed as active in KCNQ2 block (from the list above):
SMILES	KCNQ2 block	Kir21 inh
O=C(Nc1cccc(Cl)c1N1CCOCC1)c1ccc2c(c1)OCCO2	-6.5*	-0.66

Six entries picked at random from the list so far, as already listed:
SMILES	KCNQ2 block	Kir21 inh
Cc1ccc(C(=O)NC(=S)/C=C2\N(C)c3ccccc3C2(C)C)cc1	i	0.11
O=C(OCc1cnc(Cl)s1)c1ccc(Cl)cc1	i	-0.07
O=C(NCCc1ccccn1)c1n[nH]c(=O)c2ccccc12	i	-0.38
COc1ccc(CN2C(=O)c3cccnc3C2=O)cc1S(=O)(=O)NC1CCCCC1	i	-0.02
Cc1ccc(C)n1NC(=O)c1ccco1	i	-1.4
CCCCN(C)CCNC(=O)CSCc1ccc(C)cc1	i	0.66

From PubChem
